# PfHsp90 set2 = growth inhibition of PfHsp90-expressing yeast, primary screen, antimalarial PfHsp90 inhibitor project, S. cerevisiae, BacTiter-Glo luminescence, single point, set 2 | 0.32% of 310,000 active | inhibition, % at 9.4 µM | AID 504621, 2011 | BacTiter-Glo ATP, 48 h; yeast lacking PDR1 and PDR3 efflux regulators;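 active = every replicate shows inhibition above about 80%, whatever the replicate mean, limit read from the data; inconclusive = mean inhibition reaches the set limit but some replicate falls short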;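 also: 0% = DMSO neutral controls and 100% = 20 µM radicicol positive controls; yeast relying on Plasmodium falciparum Hsp90 in place of its own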
# SR-BI uptake up = activators of SR-BI mediated DiI-HDL uptake, primary screen, ldlA[mSR-BI] CHO cells, DiI fluorescence. 3 h; 100 = double the neutral-control signal. activation, % at 12.5 µM. 0.096% of 320,000 active;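 active = mean replicate activation of at least 60% and every replicate at or above 60%; inconclusive = mean or all-replicate condition met, but not both; inactive = mean below 60% and not all replicates reaching 60%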;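 also: 0% = median plate neutral-control signal and 100% = twice that signal; values of inactives mirror those of a sister screen read the other way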
#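 Assay system: LDL receptor-deficient CHO ldlA cells overexpressing murine SR-BI / Medium: BSA-supplemented, HEPES-buffered Ham's F12, pH 7.4 / Probe or stimulus: DiI-labelled HDL at 10 µg/mL final / Timing: compound with DiI-HDL co-incubation, 3 h at 37 °C / Technique: bottom-read cell fluorescence after medium removal, ex 550/em 595 nm / Measure: HDL uptake via cellular fluorescence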
# Rtt109 HAT inh = inhibitors of C. albicans Rtt109/Vps75 HAT, primary screen, biochemical, ThioGlo CoA-SH fluorescence, plate reader | 0.16% of 330,000 active | inhibition, % at 34.9 µM | purified Rtt109/Vps75, 4 h;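 active = inhibition of at least 50% in every replicate; inconclusive = best replicate reaches 50% inhibition but some replicates fall short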
# CAL PDZ FP-1 = untagged CAL PDZ binding inhibitors, primary screen, biochemical, fluorescence polarization, HTS; Golgi-associated PDZ and coiled-coil motif-containing protein (Homo sapiens), Q9HD26; inhibition, % at 24.9 µM; purified CAL PDZ, TMR-peptide fluorescence polarization, 1 h; 0.92% of 300,000 active; AID 602252, 2012;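 active = mean inhibition of at least 30% with at least half of replicates also reaching 30%; inconclusive = no clear call, values can overlap the other calls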;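 also: 0% = DMSO neutral control and 100% = excess unlabeled competitor peptide PRC23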
# CAL PDZ FP-2 = CAL PDZ peptide-binding inhibitors, primary screen, biochemical, fluorescence polarization, Cer-tagged CAL PDZ, HTS; Golgi-associated PDZ and coiled-coil motif-containing protein (Homo sapiens), Q9HD26; purified CAL PDZ, TMR-peptide fluorescence polarization, 1 h; inhibition, % at 20 µM; 0.02% of 330,000 active; AID 504414, 2011;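 active = highest replicate inhibition of at least 40%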;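 also: plate controls were DMSO neutral control wells for no effect and unlabeled competitor peptide control wells for full effect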
#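 Read-out basis: mP drop reported as inhibition | Assay system: Tagged CAL PDZ protein CerCALP, purified | Benchmarks: Unlabelled peptide for full inhibition, DMSO wells as neutral | Schedule: 1 h incubation at room temperature before polarization reading | Buffer or medium: Sodium phosphate/NaCl buffer pH 7.4 with TCEP, IgG, Thesit | Doses: Single point, 20 µM | Measured by: Fluorescence polarization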
# SR-BI DiI inh = inhibitors of SR-BI mediated HDL lipid uptake, primary screen, ldlA[mSR-BI] cells, fluorescence, single point; Scavenger receptor class B member 1 (Mus musculus), Q61009; 0.96% of 320,000 active; inhibition, % at 12.5 µM; ldlA[mSR-BI] CHO cells, DiI-HDL uptake fluorescence, 3 h; AID 488896, 2010;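 active = mean replicate inhibition of at least 70% and a set share of replicates each scoring 70 or more; inconclusive = meets just one of the two criteria; inactive = fails both criteria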;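 also: 0% = median of neutral control wells and 100% = median of positive control wells; values of inactives mirror those of a sister screen read the other way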
# Target sequence (Q61009 whole entry, looked up): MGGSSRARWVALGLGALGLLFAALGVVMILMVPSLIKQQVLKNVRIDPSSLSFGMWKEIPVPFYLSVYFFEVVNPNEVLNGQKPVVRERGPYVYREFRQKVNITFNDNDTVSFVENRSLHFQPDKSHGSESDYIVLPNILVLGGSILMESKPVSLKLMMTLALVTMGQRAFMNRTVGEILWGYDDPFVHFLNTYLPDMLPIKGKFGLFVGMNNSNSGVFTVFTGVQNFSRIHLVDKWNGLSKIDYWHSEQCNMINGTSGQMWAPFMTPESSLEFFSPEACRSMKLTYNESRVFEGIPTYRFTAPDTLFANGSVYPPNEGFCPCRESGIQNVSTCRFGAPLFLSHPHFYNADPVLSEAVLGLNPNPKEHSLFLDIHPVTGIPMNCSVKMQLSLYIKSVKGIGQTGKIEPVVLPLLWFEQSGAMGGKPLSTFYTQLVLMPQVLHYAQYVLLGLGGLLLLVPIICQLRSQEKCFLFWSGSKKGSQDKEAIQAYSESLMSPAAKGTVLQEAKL
# MITF act = activators of MITF-driven TRPM1 promoter reporter, primary screen, cell-based, SK-MEL-5, luciferase, single point | SK-MEL-5 TRPM1-promoter luciferase, 24 h; % of positive control, neutral wells = 0 | activation, % at 12.5 µM | 0.75% of 300,000 active | AID 588334, 2011;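 active = mean activation of at least 80% with every replicate also reaching 80%; inconclusive = mean reaches 80% but some replicate falls short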;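 also: 0% = neutral control wells and 100% = parthenolide positive control wells; values of inactives mirror those of a sister screen read the other way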
# NSD2 inh = NSD2 histone methyltransferase inhibitors, primary screen, biochemical, AlphaScreen, single concentration, set 2 | NSD2 peptide methylation, 120 min | inhibition, % at 12.5 µM | 0.54% of 310,000 active; in the data active = inhibition above about 50%
# PvdQ acylase = P. aeruginosa PvdQ acylase inhibitors, primary screen, biochemical, fluorescence, plate reader and imaging, single point. inhibition, % at 10 µM. purified PvdQ acylase. PvdQ acylase [Pseudomonas aeruginosa LESB58]. 0.063% of 340,000 active; in the data active = inhibition above about 30%, passing the limit was not always enough; inconclusive = no clear call, values can overlap the other calls;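 also: 0% = vehicle neutral wells and 100% = reference inhibitor wells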
# dFosB act = activators of delta FosB homodimer, primary screen, biochemical, fluorescence polarization, TAMRA-CDK5 oligo, single point | activation, % at 25 µM | purified delta FosB; percent of positive-control signal above neutral wells | AID 493131, 2011 | 0.99% of 340,000 active;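 active = mean activation above about 17%, with every replicate also reaching it, limit read from the data, passing the limit was not always enough; inconclusive = only one of the two conditions met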;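 also: fluorescence polarization rise as delta FosB binds a TAMRA Cdk5 AP-1 oligo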
# Target sequence (P13346 whole entry, looked up): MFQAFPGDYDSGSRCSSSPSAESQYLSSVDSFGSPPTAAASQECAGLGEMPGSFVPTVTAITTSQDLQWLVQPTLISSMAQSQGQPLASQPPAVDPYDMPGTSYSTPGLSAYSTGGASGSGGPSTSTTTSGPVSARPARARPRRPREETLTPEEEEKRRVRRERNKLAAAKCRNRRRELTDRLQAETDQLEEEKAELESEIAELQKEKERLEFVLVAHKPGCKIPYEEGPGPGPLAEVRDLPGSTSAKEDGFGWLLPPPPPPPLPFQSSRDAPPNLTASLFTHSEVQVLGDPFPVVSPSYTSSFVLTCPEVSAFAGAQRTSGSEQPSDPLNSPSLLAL
# * = called active by the depositor; ? = inconclusive; . = no result given.
SMILES,PfHsp90 set2,SR-BI uptake up,Rtt109 HAT inh,CAL PDZ FP-1,CAL PDZ FP-2,SR-BI DiI inh,MITF act,NSD2 inh,PvdQ acylase,dFosB act
CN(C)/C=N/C(=S)Nc1ccccc1Cl,-10,7,-4,0,-1.5,-7,9,-2,-10,-3
Cc1csc(=O)n1CCC(=O)OCc1nnc(-c2ccccc2Cl)o1,-15,-1,-5,.,0.0,1,4,-1,-14,-2
CCOc1cc(/C=N\NC(=O)c2ccc(NC(=O)C(C)(C)C)cc2)ccc1OC(=O)c1cccc(C)c1,-181,-23,-1,-4,-0.1,23,-57,1,-10,1
COc1ccc(C(=O)Nc2ccc(NC(=O)C3CCCCC3)nc2)cc1,1,15,7,-3,-2.1,-15,-6,0,-15,6
CC(NC(=O)COC(=O)c1ccc2ccccc2n1)c1ccccc1 (stereo unspecified),10,15,-3,1,-0.6,-15,9,2,-4,-2
CCN(CC1COc2ccccc2O1)C(=S)Nc1ccc(F)cc1 (stereo unspecified),11,13,.,-4,-2.6,-13,-6,-1,-18,-4
COc1cccc(C(=O)N(Cc2nc(-c3ccc(C)cc3)no2)C(C)C)c1,.,7,-6,-6,-3.8,-7,-10,-3,-1,-5
COc1ccc(C(=O)Nc2cccnc2)cc1C(=O)Nc1cccnc1,21,-8,2,-15,-6.2,8,4,.,-8,-9
Cc1ccc(NC(=O)CNc2ccc(OC(C)C)cc2)c(C)c1,16,-27,-4,-4,-0.1,27,5,.,-6,-8
O=C(CCc1nc(-c2ccccc2)no1)NCc1ccccc1CN1CCOCC1,12,-9,-1,.,-0.3,9,-11,-2,9,1
NC(=O)c1ccc(-c2nnn(CC(=O)N(C3CCCC3)C3CCS(=O)(=O)C3)n2)cc1 (stereo unspecified),32,14,1,-5,-0.7,-14,-6,-1,1,-6
COc1ccc(OC(=O)c2cccc(S(=O)(=O)N3CCCC3)c2)cc1,-17,-14,-2,.,-2.3,14,5,4,-10,-11
CN(C)CCN(C(=O)c1ccc(C(=O)c2ccccc2)cc1)c1nc2cc3c(cc2s1)OCO3,5,-6,1,-1,-3.3,6,26,-1,8,?
CCOc1ccc(CCNC(=O)c2cccs2)cc1OCC,-48,-27,7,-3,-1.0,27,.,0,-2,-2
CCN(CC)c1ccc(NS(=O)(=O)c2cn(C)c(=O)n(C)c2=O)c(C)c1,6,8,-2,.,0.5,-8,.,.,-6,4
Cc1ccccc1NC(=O)c1ccc(CN2CC(=O)N3CCCCC3C2=O)cc1 (stereo unspecified),-41,10,1,.,-0.2,-10,7,.,-17,-5
CCC(=O)N1CC2(CC(c3cccc(NC(=O)CC(c4ccccc4)c4ccccc4)c3)=NO2)C[C@H]1C(N)=O (stereo partly specified),4,-38,-3,-3,-3.0,38,13,.,-7,0
NC(=O)CSc1nc2ccccc2n1Cc1ccccc1F,.,19,-9,-5,-0.3,-19,.,-7,-11,3
COc1cc(OC)c(C(=O)NNC(=O)CN(C)S(=O)(=O)c2ccc(Cl)cc2)cc1OC,.,-28,-1,-3,-2.4,28,-1,12,-14,-4
CCO/C(C)=N/n1c2nc3ccccc3nc2c2c(=O)n(CC(C)C)c(C)nc21,8,0,7,-1,1.1,0,-6,0,13,-9
COc1ccc(NC(=O)c2ccccc2NC(=O)c2ccco2)cc1,2,.,-8,.,-0.4,.,5,-2,-2,-4
Cc1cc(-n2c(C)cc(C(=O)CSc3nncn3C(C)C)c2C)no1,-1,-25,3,.,0.4,25,5,-1,1,-12
COc1ccc(-n2nc(C(=O)NCC(=O)N3CCC(C(N)=O)CC3)c3ccccc3c2=O)cc1,-4,3,3,3,-0.6,-3,6,1,7,-9
O=C1NC(=O)/C(=C/c2ccc(O)cc2)S1,27,34,14,0,-0.6,-34,27,1,-7,-7
Cc1ccccc1NC(=O)Cc1c(O)c2ccccc2[nH]c1=O,-8,1,-5,-3,-1.7,-1,-9,-1,4,-2
# (further entries)
SMILES,PfHsp90 set2,SR-BI uptake up,Rtt109 HAT inh,CAL PDZ FP-1,CAL PDZ FP-2,SR-BI DiI inh,MITF act,NSD2 inh,PvdQ acylase,dFosB act
CCC(CO)NC(=O)c1ccc(-c2nn(C)c(=O)c3ccccc23)cc1 (stereo unspecified),.,-27,3,0,-2.0,27,.,6,-9,-6
Cc1cccc(N(C)S(=O)(=O)c2cc3c(cc2C)n(C)c(=O)c(=O)n3C)c1,-1,-18,-19,.,-0.7,18,-3,.,-14,-10
Cc1nc(NS(=O)(=O)c2ccc(Br)cc2)c2c3c(sc2n1)CCC3,-15,20,7,-1,-0.2,-20,-9,35,-15,7
Cc1cc(C)c(NS(=O)(=O)c2ccc3c(c2)NC(=O)CC(=O)N3)c(C)c1,-22,15,3,-3,0.8,-15,3,.,-1,1
CC1CCN(c2nc3ccccn3c(=O)c2C=O)CC1,40,9,0,-6,25,-9,9,-7,0,1
CCOc1ccccc1C1C(C(N)=O)=C(C)Nc2nc(-c3ccccc3Cl)nn21 (stereo unspecified),-24,23,-2,6,-0.9,-23,-2,2,4,-3
O=C(CNC(=O)C(c1ccccc1)c1ccccc1)N/N=C/c1cccnc1,-16,11,-16,-7,0.2,-11,.,-4,-18,-6
Cc1nn(CCc2nn[nH]n2)c2nc(-c3ccc(Br)cc3)cc(C(F)(F)F)c12,.,1,-17,8,-3.1,-1,2,0,-7,-14
O=C(COc1ccccc1Cl)Nc1ccc(S(=O)(=O)N2CCOCC2)cc1,-3,.,26,.,-1.7,.,15,.,1,-6
CC(=O)Nc1ccc(NC(=O)C(C)OC(=O)C2CCN(S(=O)(=O)c3cccs3)CC2)cc1 (stereo unspecified),-33,-11,0,3,.,11,-2,-2,-17,-6
COC(=O)C1C2C=CC3(CN(C4CCCC4)C(=O)C13)O2 (stereo unspecified),8,33,5,5,-1.6,-33,-6,-1,1,-3
O=C(NC1CCN(C(=S)Nc2ccc(Cl)cc2)CC1)c1ccco1,17,-14,18,-3,-2.1,14,-8,-4,-1,-2
COC(=O)CNC(=O)COC(=O)c1cc(SC)ccc1Cl,-18,13,0,-1,-2.1,-13,0,-2,2,-3
CCn1c(C)cc(/C=C2\NC(=O)N(Cc3ccc(Cl)cc3)C2=O)c1C,-2,-25,-10,.,-3.5,25,16,4,8,-8
O=C(CCn1c(=S)oc2ccccc21)Nc1cccc(O)c1,.,9,-7,-2,-3.0,-9,-6,-2,-13,-4
CC1=C(C(=O)Nc2ccc(C(=O)N3CCN(c4cccc(Cl)c4)CC3)cc2)SCCO1,-10,-28,19,-3,-1.6,28,-9,1,5,-4
COc1ccc(C[C@@H]2CN3C(=NC[C@@H]3Cc3ccc(O)cc3)N2C[C@H](C)NC(=O)CCC2CCCCC2)cc1,.,3,-13,0,-0.8,-3,13,.,-2,1
Cc1cccc(NC(=S)NC2CC3CCCC(C2)N3Cc2ccccc2)c1C (stereo unspecified),8,-22,0,-2,-6.2,22,4,10,2,-5
O=C(NCC1CCCO1)C1CCN(S(=O)(=O)c2ccc(Br)cc2)CC1 (stereo unspecified),-12,0,-1,-6,-2.0,0,-3,-3,-14,1
CC(=O)c1cccc(NS(=O)(=O)N2CCCCC2)c1,50,-15,-7,9,.,15,5,3,-4,-14
COC(=O)c1sc(N2C(=O)C(O)=C(C(=O)c3ccc(C)o3)C2c2ccc(F)cc2)nc1C (stereo unspecified),3,-9,.,0,0.0,9,-4,1,-2,1
COc1ccccc1OCc1ccc(C(=O)n2nc(C)c(Cl)c2C)o1,-48,8,-8,.,-0.4,-8,-1,-3,-17,-13
CCOC(=O)C1=C(C)N=C2SC(C(=O)OC)=CC(=O)N2C1c1cc(OC)c(OC)c(OC)c1 (stereo unspecified),-17,3,10,-2,1.3,-3,-5,-2,-15,-18
Nc1nnc(CC(=O)N/N=C/c2ccc(-c3ccc(Cl)cc3Cl)o2)s1,-22,.,-8,-4,-2.4,.,9,-2,3,?
c1ccc(Cn2nnc3c(N4CCc5ccccc54)ncnc32)cc1,.,15,1,-1,-0.5,-15,.,-2,-2,2
# Other results:
SMILES,PfHsp90 set2,SR-BI uptake up,Rtt109 HAT inh,CAL PDZ FP-1,CAL PDZ FP-2,SR-BI DiI inh,MITF act,NSD2 inh,PvdQ acylase,dFosB act
O=C(c1cccs1)c1sccc1Cc1ccccc1,-19,-14,2,-2,-1.7,14,19,-3,5,6
C=C1CCN([C@@H](Cc2ccccc2)C(=O)NCc2ccc(Cl)cc2)S(=O)(=O)c2ccccc21,.,-9,9,1,-1.5,9,-7,.,-10,-4
CC(=O)Nc1ccccc1C(=O)N1CC(C)OC(C)C1 (stereo unspecified),9,12,4,-5,.,-12,9,0,3,4
Cc1ccc(S(=O)(=O)NCCSCc2ccccc2)cc1,13,13,-1,.,-1.9,-13,-8,-1,9,-6
NC(=O)Nc1ccc(Oc2ncc(C(F)(F)F)cc2Cl)cc1,3,-7,-1,0,.,7,-13,-7,6,4
COc1ccc(CN(C)C(=O)c2ccc(NS(=O)(=O)c3ccc4[nH]c(=O)[nH]c4c3)cc2)c(OC)c1OC,-6,-6,3,.,-0.3,6,2,-2,-8,-9
O=C(NNC(=O)c1cc2ccccc2cc1O)Nc1ccccc1F,-4,-75,-9,.,-1.0,?,3,1,-11,13
Cc1cccc(-c2cnn(-c3cccc([N+](=O)[O-])c3)c2N)c1,5,-61,1,2,.,61,48,8,-4,-2
COc1ccc(S(=O)(=O)N2CCC(C(=O)N[C@@H](C)C(=O)NCc3ccccc3OC)CC2)cc1,13,-5,-3,-4,-1.1,5,1,-3,-13,-8

# Copied from the list.
# Under MITF act, CC(=O)c1cccc(NS(=O)(=O)N2CCCCC2)c1 is entered as 5
# Under dFosB act, O=C(CCc1nc(-c2ccccc2)no1)NCc1ccccc1CN1CCOCC1 is entered as 1

# Assay outcomes deposited in PubChem by Broad Institute.
